Screens from PubChem.
Coupling enz: inhibits coupling enzyme system, counter-screen for aldolase hits; coupling enzyme system counterscreen, AmpLite Red fluorescence; activity change, negative = inhibition, % at 58.2 µM, hits read low; 290,000 tested, 0.67% active; in the data active means activity change below about -30%; further: on the % scale 0 is the no-effect control and ±100 the full control effect
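Compounds tested against the coupling enzymes alone at 57.5 uM final; readout was AmpLite Red fluorescence (525/598 nm) after 20 min at RT.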
Rab9 prom act: Rab9 promoter activation. Huh7 Rab9 promoter-luciferase reporter, luminescence, 24 h. Potency, µM (series often up to 9.22 µM), for inactives: at the top dose activation, negative = inhibition, most hits filed as activators. 320,000 tested, 2.8% active. AID 485297; further: potency means the concentration at half of the fitted maximal effect; % of control where 0% means no effect; nearly all actives have a fitted effect of over 60% in size
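Quantitative HTS format; Huh7 Rab9-luciferase reporter cells (1500/well) receive compound 2 h post-plating, incubate 24 h at 37 °C, then get luciferase reagent for 10 min before luminescence reading.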
Giardia kill: kills Giardia lamblia | Giardia lamblia trophozoite viability | activity change, % at 7.66 µM, hits read low | 340,000 tested, 0.15% active | AID 540267; in the data active means activity change below about -80%; inconclusive means between about -30% and that limit;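 further: parasites exposed to compound for two days anaerobically before the ATP read; on the % scale 0 is the no-effect control and ±100 the full control effect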
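Luminescent ATP signal served as the viability read-out, measured 15-30 min after adding ATP detection reagent to trophozoites that had been incubated with compounds for 48 hrs at 37 deg C anaerobically at 100 cells/well.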
RORgamma inh: inhibitors of mouse ROR gamma transcriptional activity; P51450; Drosophila S2 Gal4-RORgamma UAS-luciferase reporter, 20 h; Potency, µM (titrated, usually from 53.6 µM), inactives show top-dose activity change, negative = inhibition, actives largely listed as inhibitors; 310,000 tested, 5.4% active; AID 2551; further: potency means the concentration at half of the fitted maximal effect; on the % scale 0 is the no-effect control and ±100 the full control effect; nearly all actives have a fitted effect of over 60% in size
Target sequence (P51450 whole entry, looked up, the tested form may be a part): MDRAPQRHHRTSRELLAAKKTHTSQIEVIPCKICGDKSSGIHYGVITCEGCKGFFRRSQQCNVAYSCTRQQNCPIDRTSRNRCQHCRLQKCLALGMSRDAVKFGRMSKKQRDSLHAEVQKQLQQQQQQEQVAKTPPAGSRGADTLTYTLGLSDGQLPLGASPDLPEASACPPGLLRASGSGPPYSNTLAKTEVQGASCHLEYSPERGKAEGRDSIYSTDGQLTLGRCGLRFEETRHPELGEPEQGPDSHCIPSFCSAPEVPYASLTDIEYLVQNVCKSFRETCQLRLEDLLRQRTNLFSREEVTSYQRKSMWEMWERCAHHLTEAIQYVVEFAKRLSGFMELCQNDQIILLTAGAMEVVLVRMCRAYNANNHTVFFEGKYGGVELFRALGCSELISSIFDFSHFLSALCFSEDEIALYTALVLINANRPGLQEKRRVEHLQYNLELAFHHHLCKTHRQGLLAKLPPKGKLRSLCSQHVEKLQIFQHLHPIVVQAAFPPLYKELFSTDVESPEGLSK
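In this cell-based reporter format, copper sulfate (700 uM final) drives Gal4–ROR gamma fusion expression from a metallothionein promoter in Drosophila Schneider cells; compounds preincubated 1 hr, reporter read after 20 hr at ambient temperature.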
Tb PFK inh: T. brucei PFK enzyme inhibition; AID 485367; T. brucei PFK, ADP-Glo luminescence; O15648; 330,000 tested, 0.17% active; Potency, µM (highest dose often 57.5 µM), inactives show at the highest dose activity, negative = inhibition, hits mostly inhibitors;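 further: potency means the concentration at half of the fitted maximal effect; 0% = uninhibited 1x PFK enzyme wells and -100% = no-enzyme wells; nearly all actives have a fitted effect of over 60% in size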
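PFK 1.25 nM, F6P 0.5 mM, ATP 0.1 mM, 0.1 M TEA pH 8.0, 5 mM MgCl2, 0.01% Tween20, 0.1% BSA; 45 min RT. ADP-Glo readout. qHTS titration up to 57 uM; curves fitted, compounds curve-classed.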
VP16 counter: inhibits Gal4-VP16 luciferase reporter, ROR gamma counter-screen; 310,000 tested, 3.5% active; Potency, µM (top dose mostly 53.6 µM), for inactives: top-dose activity, negative = inhibition, most hits filed as inhibitors; AID 2546; Drosophila S2 Gal4-VP16 UAS-luciferase, luminescence, 20 h;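 further: Gal4-VP16 expression switched on by copper sulfate through the metallothionein promoter; potency means the concentration at half of the fitted maximal effect; on the % scale 0 is the no-effect control and ±100 the full control effect; nearly all actives have a fitted effect of over 50% in size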
KCNH2 3.1 block: inhibitors of human KCNH2 3.1 potassium channel isoform | activity change, % (tested at about 1.8 µM) | U2OS KCNH2 3.1, thallium flux FluxOr; stronger effect = lower value | 340,000 tested, 0.95% active;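 active means maximum activity change below -70%; inconclusive means maximum activity change from -70% to -50%; inactive means maximum activity change above -50%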;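 further: thallium influx rate constant from kinetic fluorescence after stimulation buffer; on the % scale 0 is the no-effect control and ±100 the full control effect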
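Channel expression came from 3.1 mutant virus (1.77 x 10^8 /mL) applied to suspended U2OS cells for 4 h. Flux was tracked with FluxOr dye plus Red40 quencher, and kinetic rate constants normalized to controls.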
ELG1 genotox: genotoxicity induction in ELG1-luciferase HEK293T cells. AID 504466. Potency, µM (series often up to 46 µM), for the others: at the highest dose activity change, positive = activation, usual class: activators. HEK293T ELG1-luciferase reporter, luminescence, 16 h. 330,000 tested, 1.3% active; further: potency means the concentration at half of the fitted maximal effect; % of control where 0% means no effect; nearly all actives have a fitted effect of over 60% in size
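Genotoxic stress is detected as increased luminescence from luciferase-tagged ELG1 in HEK293T cells, measured with ONE-Glo after a 16 hr treatment at 37 °C.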
uPA surface inh: inhibitors of cell surface uPA generation. AID 540303. Potency, µM (top dose mostly 38.3 µM), for the others: at the highest dose activity change, negative = inhibition, actives largely listed as inhibitors. cell surface uPA generation assay, qHTS. 330,000 tested, 0.31% active; active means well fitted inhibition curve with a large enough effect; inconclusive means small, poorly fitted or top-dose-only effect; inactive means no such curve, though single readings can be large or run the other way; tested in mouse RAW 264.7 cells; further: potency means the concentration at half of the fitted maximal effect; on the % scale 0 is the no-effect control and ±100 the full control effect; nearly all actives have a fitted effect of over 55% in size
NPC1 prom act: activates the NPC1 promoter; Huh7 NPC1 promoter luciferase reporter, 24 h; Potency, µM (series often up to 9.22 µM), for inactives: at the top dose activation, most hits filed as activators; 320,000 tested, 2.4% active;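 further: potency means the concentration at half of the fitted maximal effect; % of control where 0% means no effect; nearly all actives have a fitted effect of over 60% in size; reporter is driven by a mutant NPC1 promoter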
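Stable NPC1-promoter luciferase Huh7 line; cpd (DMSO) 24 h, 37 °C, 5% CO2; Amplite luciferase reagent 10 min RT; luminescence readout. qHTS format.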
FLuc modulator: firefly luciferase modulation, counter-screen for miR-21 project. purified FLuc, Km substrates, luminescence inhibition. AID 588342. Potency, µM (titrated, usually from 57.5 µM), for inactives: at the highest dose activity change, negative = inhibition, hits mostly inhibitors. 360,000 tested, 6.9% active. P08659;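 further: potency means the concentration at half of the fitted maximal effect; plate controls were vehicle for no effect and reference inhibitor for full effect; nearly all actives have a fitted effect of over 55% in size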
Target sequence (P08659 whole entry, looked up): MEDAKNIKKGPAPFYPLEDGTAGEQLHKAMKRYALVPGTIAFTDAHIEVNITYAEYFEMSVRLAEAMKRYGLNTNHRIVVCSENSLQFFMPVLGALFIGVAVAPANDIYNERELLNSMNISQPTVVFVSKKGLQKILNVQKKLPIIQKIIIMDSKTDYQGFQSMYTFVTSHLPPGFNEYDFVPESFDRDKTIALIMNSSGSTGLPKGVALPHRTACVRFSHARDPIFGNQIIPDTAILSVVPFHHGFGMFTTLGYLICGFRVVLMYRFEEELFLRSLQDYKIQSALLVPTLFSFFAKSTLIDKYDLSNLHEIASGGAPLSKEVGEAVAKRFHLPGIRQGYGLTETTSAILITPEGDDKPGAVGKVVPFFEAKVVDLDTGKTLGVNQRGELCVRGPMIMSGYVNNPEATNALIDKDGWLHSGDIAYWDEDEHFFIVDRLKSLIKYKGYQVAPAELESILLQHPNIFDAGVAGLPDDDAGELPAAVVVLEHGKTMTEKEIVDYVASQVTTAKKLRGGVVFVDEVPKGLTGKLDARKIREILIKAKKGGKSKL
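Biochemical qHTS of compounds, final roughly 60 µM downward over six points, against 10 nM purified firefly luciferase using Km concentrations of substrates (10 uM D-luciferin, 10 uM ATP) in Tris acetate pH 7.5 buffer; luminescence output.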
Active calls of the source: *; u = inconclusive; x = no result given; & = joins results of further samples; [ ] = dose if it differs, or a comment. Unless noted, the call rests on the fitted dose curve; in most records, active means well fitted curve in the direction sought with a large enough effect; inconclusive means small, poorly fitted or top-dose-only effect, or another doubt; inactive means no such curve, though single readings can be large; an effect the other way counts as inactive or inconclusive.

SMILES	Coupling enz	Rab9 prom act	Giardia kill	RORgamma inh	Tb PFK inh	VP16 counter	KCNH2 3.1 block	ELG1 genotox	uPA surface inh	NPC1 prom act	FLuc modulator
C[C@H]1COC(=O)[C@H](Cc2ccc(F)cc2)C/C=C\C[C@H](CC(=O)NCCO)C(=O)N1	x	x	14	x	7%	x	7	-1%	-6%	x	x
Cc1nn(CCC(=O)NCc2ccc(OC(C)C)cc2)c(=O)c2nn(-c3ccccc3)c(C)c12	x	-3%	3	-1%	-1%	6%	4	-2%	1%	0%	0%
O=C(Nc1ncn[nH]1)c1cc(S(=O)(=O)Nc2cccc(C(F)(F)F)c2)ccc1Cl	6	-1%	6	-2%	4%	-24%	-3	4%	0%	-4%	0%
CC1(c2ccc3c(c2)OCO3)NC(=O)N(CC(=O)Nc2ccc(N3CCOCC3)cc2)C1=O (stereo not given)	2	2%	3	29%	-5%	11%	-6	0%	-3%	1%	-8%
O=C1CC(C(=O)Nc2cc(Cl)ccc2Cl)n2ncnc2N1 (stereo not given)	2	-5%	7	30%	10%	2%	0	-1%	4%	-6%	2%
NC(=O)c1ccccc1NS(=O)(=O)c1ccccc1	1	-6%	-6	-3%	0%	3%	-7	1%	-2%	-6%	-1%
Cc1ccc(S(=O)(=O)NCC2CCC(C(=O)NCCCN3CCOCC3)CC2)cc1 (stereo not given)	-2	1%	4	-9%	3%	8%	-8	-1%	5%	-1%	-2%
COc1cc2c(cc1OC)CN(C(=S)Nc1ccc(Cl)cc1)CC2	3	-1%	2	u	2%	-16%	2	-4%	-21%	-8%	0%
CC(C)NC(=O)C(=O)NNC(=O)CCc1ccccc1	0	4%	-18	-4%	-4%	11%	7	4%	-1%	-4%	1%
CCC(O)CNC(=O)NC(=C(Cl)Cl)c1ccc(C)c(F)c1 (stereo not given)	2	-4%	0	-43%	8%	u	9	-3%	10µM*	-9%	1%
C[C@H]1CN([C@@H](C)CO)C(=O)c2cccc(NS(=O)(=O)c3cn(C)cn3)c2O[C@H]1CN(C)S(C)(=O)=O	x	x	-6	x	9%	x	19	-2%	17%	x	x
Cc1cnc(NC(=O)C2CCCC2)s1	-3	2%	-12	u	2%	u	25	0%	4%	11%	-1%
O=C(N/N=C/c1cccc(O)c1)c1cc(-c2ccccc2)nc2ccccc12	1	0%	1	22%	2%	-8%	-13	-4%	u	0%	11µM*
COc1ccc([C@@H]2OC2(C(N)=O)C(N)=O)cc1	1	0%	35[activator]	-1%	1%	-8%	-7	2%	2%	2%	-1%
CC(C)Oc1ccc(C(=O)Nc2cccc3cccnc23)cc1	-7	20%	3	16%	4%	-15%	-15	10%	0%	11%	11µM*
Cc1cc(C)c(C)c(OCCN2CC(C)OC(C)C2)c1 (stereo not given)	-3	-2%	0	1%[1.91 µM]	1%	-4%	-12	-7%	-4%	0%	1%
CC(=O)NNC(=O)CCn1nnc(-c2ccc(Cl)cc2)n1	0	-11%	-22	26%	3%	-3%	-10	0%	x	-1%	2%
COc1ccc2c(c1)[C@H]1[C@H](CO2)[C@H](c2ccccc2)[C@]2(C)C(=O)Nc3cc(C)ccc3C(=O)N12	x	x	-11	x	2%	x	-12	0%	u	x	x
CCC(=O)c1ccc(OCC(=O)Nc2cccc(S(=O)(=O)N(C)c3ccccc3)c2)cc1	x	-4%	6	x	-1%	x	-26	1%	-15%	-7%	15µM*
CCOC(=O)Cc1csc(N/N=C/c2ccccc2)n1	2	20%	0	16µM*	-2%	-28%	8	9%	-4%	29%	15µM*
O=c1cc(-c2ccc(O)c(O)c2)oc2cc(O)c([C@@H]3O[C@H](CO)[C@@H](O)[C@H](O)[C@H]3O)c(O)c12	-4	x	-1&-6	8%	-18%	-3%	-48	2%	11%	x	x
Cn1cccc1C(=O)OCc1cc(-c2ccco2)on1	x	3.2µM*	-11	x	-6%	x	-6	u	8%	3.5µM*	24µM*
CC(C)(C)NC(=O)c1cccc2c1OC(C)(C)C2	5	-6%	5	-7%	0%	-9%	8	-2%	5%	-5%	3%
CC(=O)COc1ccc2c(-c3ccccc3)cc(=O)oc2c1C	3	5%	0	-3%	-1%	3%	12	-1%	-5%	-4%	-20%
COc1ccc2oc(C(=O)OCC(=O)N3CCC(C)CC3)c(C)c2c1	0	-6%	-23	25%	3%	18%	3	-5%	-5%	-5%	-18%
More entries follow:
SMILES	Coupling enz	Rab9 prom act	Giardia kill	RORgamma inh	Tb PFK inh	VP16 counter	KCNH2 3.1 block	ELG1 genotox	uPA surface inh	NPC1 prom act	FLuc modulator
CCCOc1cccc(C(=O)N2CCN(C(=O)C3CCCO3)CC2)c1 (stereo not given)	x	-7%	-4	0%	0%	1%	8	-1%	-3%	-1%	-2%
CC(C)NC(=O)COc1ccc2c(c1)C(=O)CC(C)(C)O2	-1	0%	5	0%	-2%	-9%[10 µM]	-12	12%	5%	0%	-2%
CCc1cccc(C)c1Nc1nc2ccccc2n2cnnc12	0	0%	11	-6%	-3%	-10%	8	3%	-13%	3%	0%
C/C(=N\Nc1ccc(Cl)c(C(=O)O)c1)c1ccc2c(c1)OCO2	-8	1.6µM*	-8	1%	19%	6%	-5	u	2%	2.2µM*	15µM*
CCn1c(SCC(=O)N/N=C/c2c[nH]c3ccccc23)nnc1-c1ccc(C(C)(C)C)cc1	4	-2%	4	0%	0%	-27%	-11	-11%	4%	1%	u
C=CCn1c(SC(C)C(=O)NCc2ccc3c(c2)OCO3)nc2scc(-c3ccccc3)c2c1=O (stereo not given)	-2	5%	4	14%	16%	-6%	9	-5%	x	0%	2%
CC(NC(=O)Nc1ccccc1F)C(C)(C)C (stereo not given)	0	0%	-4	1%	-1%	-4%	1	1%	6%	2%	1%
O=C1c2cccnc2C(=O)N1C1CCCCC1	1	3%	-11	8%	4%	-3%	-30	0%	x	2%	4%
COC(=O)C(C(C)=O)C1=C/C(=N\S(=O)(=O)c2ccc(C)cc2)c2ccccc2C1=O (stereo not given)	-33*	10%	-17	-20%	-3%	u	7	0%	x	0%	3%
O=C(Nc1ccccc1)C(=O)Nc1cccnc1	0	0.4µM*	-4	u	-7%	u	7	u	-6%	0.5µM*	3µM*
COc1ccc(COCC(O)CN2CCCCC2)cc1OC (stereo not given)	-1	0%	-17	-6%	0%	-17%	-9	0%[9.26 µM]	0%	-1%	0%
O=C(Nc1ccc(C(=O)N2CCCCC2)cc1)C1CCCCC1	2	-7%	-19	30%	4%	10%	5	2%	0%	-6%	-1%
Cn1nnnc1SCC(=O)NCc1cc([N+](=O)[O-])ccc1O	-2	0%	8	44%	0%	-3%	7	1%	0%	1%	3%
O=C(CNC(=O)c1ccc(Br)cc1)OCC(=O)c1ccccc1	x	1%	22	0%	2%	1%	-9	4%	2%	1%	-3%
CC(C)(C)NC(=O)NC(=O)COC(=O)c1cccc(OC(F)F)c1	-13	0%	14	0%	-2%	u	-14	-4%	5%	0%	-4%
O=C(Nc1cc(Sc2ccccn2)cc([N+](=O)[O-])c1)c1cccc(Cl)c1	6	-2%	-3	-3%	7%	u	-8	-19%	-13%	-1%	2%
O=C(c1cc2nc(-c3ccccc3)cc(-c3ccccc3)n2n1)N1CCN(C(=O)c2ccco2)CC1	3	-10%	-5	30%	1%	-4%[0.365 µM]	-25	-27%	-16%	1%	3%
NC1=NC(=Nc2cccc(Cl)c2)c2ccccc21	3	-2%	-9	4%	3%	-14%	-5	10%	2%	-3%	u
CCc1ccc(NC(=O)CN(CC(=O)Nc2ccc(CC)cc2)CC(C)O)cc1 (stereo not given)	-2	-9%	13	0%	-6%	-4%	-3	-1%	-5%	-6%	-4%
CN(C)S(=O)(=O)c1ccc(C(=O)OCC(=O)c2csc(N3CCCCC3)n2)cc1	x	19%	-1	x	-29%	x	-1	7%	2%	11%	u
COc1cc(/C=C(\C#N)c2nnc(N3CCOCC3)n2-c2ccccc2)ccc1O	2	-2%	24	12%	0%	-9%	7	u	5%	0%	4%
CCN(CC)S(=O)(=O)c1ccc(C(=O)NC(=S)N(CCC#N)Cc2cccnc2)cc1	0	-4%	-16	3.5µM*	6%	11µM*	6	0%	2%	0%	-2%
Cc1ccnc(N2CCC(C(=O)Nc3ccc4c(c3)OCCO4)CC2)n1	2	14%	19	18%	2%	5%	-5	3%	21%	1%	u
Nc1ccc(-c2cnc(-c3ccc(N)cc3)nc2)cc1	2	1.6µM*	u	-1%[10 µM]	0%	-3%	-8	u	-4%	1.1µM*	3.4µM*
O=C(NNc1ccccc1F)C1CCC1	-1	-2%	22	u	5%	2%	-3	10%	-3%	-2%	0%
O=C(NCc1nc(-c2ccccc2)no1)Nc1ccc(F)cc1	-3	-4%	-20	37%	-18%	-8%	0	0%	9%	1%	-3%
